PglD inh: C. jejuni PglD acetyltransferase inhibitors, primary screen, biochemical, DTNB colorimetric, single point. AID 602405, 2012. purified PglD enzyme, DTNB colorimetric CoA detection. hit rate 0.098% among 360,000. inhibition, % at 12.5 µM; in the data active = inhibition above about 16%, passing the limit was not always enough; also: strong numbers were not always called active
ARNT-TACC3 inh: disruptors of ARNT/TACC3 protein interaction, primary screen, biochemical, AlphaScreen, single concentration. Transforming acidic coiled-coil-containing protein 3 (Homo sapiens), Q9Y6A5. AlphaScreen His-ARNT PAS-B/GST-TACC3 binding, luminescence; TACC3 fragment carries E629A point mutation. inhibition, % at 9.99 µM. hit rate 0.66% among 390,000. AID 623870, 2012;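 active = mean inhibition of replicates at least 50% and at least half of replicates each reaching 50%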;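 also: 0% = complete ARNT plus TACC3 wells and 100% = ARNT alone without TACC3; many hits fall short of the cut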
GSIS activator: GLuc luminescence reporter in INS-1E cells, primary screen for activators of glucose-dependent secretion of insulin; INS-1E GLuc reporter insulin secretion, 2-3 h; activation, % at 16.6 µM; AID 743287, 2014; hit rate 0.61% among 370,000;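 active = lowest replicate activation of at least 40%, so every replicate reaches that level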;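 also: 0% = median of neutral control wells and 100% = median of IBMX positive control wells; some compounds called inactive have numbers as strong as hits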
PGC1a acetyl inh: inhibitors of PGC1a acetylation signal, primary screen, cell-based, U2OS, AlphaScreen, inhibitor mode; AlphaScreen anti-acetyl-lysine; with virally co-expressed GCN5 acetyltransferase; inhibition, % at 15.6 µM; hit rate 0.17% among 350,000; AID 651687, 2012;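 active = every replicate shows inhibition of at least 40%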;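 also: 0% = neutral control wells and 100% = positive control wells; some results beyond the cut were filed as inactive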
Cneo AK release: Cryptococcus neoformans cell lysis inducers, primary screen, AK release luminescence, single concentration | C. neoformans lysis, adenylate kinase release luminescence, 4 h; normalised: neutral wells 0, clomiphene wells 100 | AID 651654, 2012 | lysis activity, % at 15 µM | hit rate 0.2% among 360,000;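 active = mean lysis activity across replicates of at least 80%, whatever share of replicates individually reach that level; inactive = mean lysis activity below 80%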
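Material: C. neoformans cells; Schedule: 4 h static compound exposure, 37 °C, read 1 h post-reagent; Measured by: adenylate kinase release luminescence; Read-out: signal increase indicating cell lysis; Controls: Clomiphene as positive lysis control.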
LGR2 antag: inhibitors of bursicon-induced LGR2 CRE-luciferase signal, primary screen, cell-based, HEK293, CRE-luciferase reporter, bursicon stimulation | Drosophila bursicon receptor LGR2 (rickets) | bursicon-stimulated, 4 h | inhibition, % at 9.99 µM | hit rate 0.35% among 380,000 | AID 720647, 2013;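 active = drop in luminescence signal, shown as inhibition above about 50% in the replicate tests, limit read from the data, passing the limit was not always enough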;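 also: agonist challenge used bursicon conditioned medium at about half maximal strength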
C2C12 statin: suppressors of statin myotoxicity in C2C12 myotubes, primary screen, cell-based, single point, plate reader | rescue of ATP level, % at 7.49 µM | hit rate 0.78% among 330,000 | C2C12 myotubes + simvastatin, ATP luminescence, 48 h; scaled: DMSO 0, geranylgeraniol control 100;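 active = mean ATP rescue above about 67%, or every replicate alone reaching that limit, limit read from the data, passing the limit was not always enough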;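 also: myotubes were challenged with 10 µM simvastatin during compound exposure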
PAX8 reporter: inhibitors of PAX8-driven TPO luciferase reporter, primary screen, RMG-I cells, single concentration; hit rate 1.2% among 360,000; inhibition, % at 12.6 µM; SteadyGlo, 24 h;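 active = mean replicate inhibition at least 60% with every replicate also reaching 60%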;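 also: luciferase light reporting Pax8 driven TPO promoter activity; plate controls were median of neutral control wells for no effect and mitoxantrone controls for full effect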
The depositor's hits bear a star; . = not tested or not shown; & = joins results of further samples. Hits appear at their usual frequency; 2.9% or so of the library scored in one or more.

| cpd | structure | PglD inh | ARNT-TACC3 inh | GSIS activator | PGC1a acetyl inh |
| --- | --- | --- | --- | --- | --- |
| 1 | C[C@H]1CN([C@@H](C)CO)C(=O)c2cc(NC(=O)CCCCCC(=O)Nc3ccccc3N)ccc2O[C@H]1CN(C)S(=O)(=O)c1cccs1 | . | . | -4.5 | 0.5 |
| 2 | CCOc1cc(N2CCOCC2)c(OCC)cc1NC(C)C(=O)N1CCN(CC)CC1 (stereo unspecified) | . | 41.8 | -8.5 | -3.6 |
| 3 | c1ccc(CN2CCC(Nc3nc(-c4cccnc4)nc4ccccc34)CC2)cc1 | -6.0 | -0.9 | 26.3 | 15.4 |
| 4 | CCCCCCCN(C(=O)CCl)c1cccc(C)c1 | -7.4 | . | 15.2 | . |
| 5 | Cc1ccc(S(=O)(=O)N(C)C[C@@H]2OCCCC[C@@H](C)Oc3ccc(NC(=O)CCC(F)(F)F)cc3C(=O)N([C@H](C)CO)C[C@@H]2C)cc1 | -5.8 | -11.4 | -5.8 | -7.5 |
| 6 | OC1(c2cccc(C(F)(F)F)c2)CCN(Cc2nnnn2CCc2ccccc2)CC1 | 13.7 | -10.0 | . | 5.9 |
| 7 | CC(=O)NC(=O)NC1OC(=O)C(Cl)=C1Cl (stereo unspecified) | 7.0 | -13.0 | . | -5.4 |
| 8 | OC(c1ccccc1)c1ncc(-c2ccccc2F)[nH]1 (stereo unspecified) | -1.1 | . | 6.2 | -13.1 |

| cpd | Cneo AK release | LGR2 antag | C2C12 statin | PAX8 reporter |
| --- | --- | --- | --- | --- |
| 1 | . | 5.6 | . | -27.0 |
| 2 | . | 20.4 | . | 7.0 |
| 3 | -0.3 | 19.9 | -28.0 | 20.6 |
| 4 | 8.6 | 0.5 | . | 102.9* |
| 5 | 11.4 | 7.4 | . | 18.5 |
| 6 | -0.8 | . | 16.7 | . |
| 7 | 0.1 | . | 5.2 | -8.8 |
| 8 | -0.6 | -27.3 | -2.3 | -146.3 |

Going on with the list.
| cpd | structure | PglD inh | ARNT-TACC3 inh | GSIS activator | PGC1a acetyl inh |
| --- | --- | --- | --- | --- | --- |
| 9 | CCOc1cc(N2CCOCC2)c(OCC)cc1NC(=O)Cc1cccc2ccccc12 | -1.2 | -1.6 | . | -9.9 |
| 10 | CCS(=O)(=O)Nc1ccc2c(c1)C(=O)N(C)C[C@@H](OC)[C@H](C)CN(CC1CCCCC1)[C@H](C)CO2 | -1.4 | -2.2 | 3.7 | . |
| 11 | Cc1ccc(C(=O)Nc2ccccc2C(=O)N2CCCCCC2)cc1 | -6.0 | 3.2 | . | -0.9 |
| 12 | Cc1cc(C)c(NC(=O)Cn2c([N+](=O)[O-])cnc2C)c(C)c1 | . | -7.0 | 16.7 | . |
| 13 | COCCN(C(=S)Nc1ccc(C)cc1C)C(C)c1ccco1 (stereo unspecified) | . | 2.3 | -4.2 | -0.9 |
| 14 | CC(C)NC(=O)N(C)C[C@@H]1OCCCC[C@@H](C)Oc2ccc(NC(=O)Nc3ccccc3)cc2C(=O)N([C@@H](C)CO)C[C@H]1C | -1.0 | -7.5 | 14.7 | -0.5 |
| 15 | O=C(N/N=C/c1ccccc1C(F)(F)F)c1ccc2nc[nH]c2c1 | 1.4 | 18.7 | 1.3 | 7.3 |
| 16 | c1ccc(CCC2Cc3ccccc3N2)cc1 (stereo unspecified) | 0.6 | 2.3 | 20.6 | 4.9 |

| cpd | Cneo AK release | LGR2 antag | C2C12 statin | PAX8 reporter |
| --- | --- | --- | --- | --- |
| 9 | 1.5 | . | 20.4 | 6.7 |
| 10 | -0.7 | 0.8 | 13.8 | 1.5 |
| 11 | 4.5 | -21.0 | . | -3.6 |
| 12 | . | -4.8 | . | -9.2 |
| 13 | . | -0.2 | -1.4 | 1.0 |
| 14 | 0.6 | 4.4 | . | 15.5 |
| 15 | -3.1 | -18.0 | -0.3 | -102.0 |
| 16 | -0.2 | -12.3 | 11.5 | -64.0 |

Next section:
| cpd | structure | PglD inh | ARNT-TACC3 inh | GSIS activator | PGC1a acetyl inh |
| --- | --- | --- | --- | --- | --- |
| 17 | O=C(C[C@@H]1CC[C@@H]2[C@H](COC[C@H](O)CN2S(=O)(=O)c2ccccc2F)O1)NCc1ccccc1F | 0.9 | -1.9 | -4.0 | -4.2 |
| 18 | O=C(C[C@@H]1CC[C@H](NC(=O)Nc2ccccc2)[C@H](CO)O1)NCc1cccc(F)c1 | -2.8 | 3.3 | 5.1 | 1.7 |
| 19 | CCOc1ccccc1OCC(=O)OCc1csc(CC(=O)Nc2ccccc2C)n1 | 0.2 | 0.7 | -10.9 | . |
| 20 | CC1(C(=O)NS(=O)(=O)c2ccc(C#N)cc2)CCN1C(=O)c1cccc2ccccc12 (stereo unspecified) | 2.7 | . | 21.3 | . |
| 21 | Cc1cc(C)c(N2C(=NC(=O)CCCC(=O)O)SC3CS(=O)(=O)CC32)c(C)c1 (stereo unspecified) | -5.9 | 0.3 | . | -3.2 |
| 22 | CCc1nc2ccccc2n1CCc1ccccc1 | . | -6.4 | 39.3 | 1.5 |
| 23 | C[C@@H]1CN([C@@H](C)CO)S(=O)(=O)c2ccc(C#CC(C)(C)O)cc2O[C@@H]1CN(C)Cc1ccncc1 | -1.1 | -3.6 | 24.2 | 2.5 |
| 24 | CO[C@H]1CN(C)C(=O)c2cc(NC(=O)c3cc(C)on3)ccc2OC[C@@H](C)N(C)C[C@@H]1C | -1.0 | -3.6 | 3.4 | -4.6 |

| cpd | Cneo AK release | LGR2 antag | C2C12 statin | PAX8 reporter |
| --- | --- | --- | --- | --- |
| 17 | -2.0 | -44.7 | -19.2 | -12.9 |
| 18 | -0.6 | -3.4 | 4.1 | 5.4 |
| 19 | -0.5 | -7.9 | 7.1 | 11.9 |
| 20 | 3.7 | -6.5 | 1.8 | -2.1 |
| 21 | 0.6 | . | 8.6 | -14.8 |
| 22 | . | -7.5 | . | -18.0 |
| 23 | -2.3 | -8.1 | -9.7 | . |
| 24 | -0.4 | -8.7 | -7.7 | -6.7 |

Quoted from above: entries 14 to 24
| cpd | structure | PglD inh | ARNT-TACC3 inh | GSIS activator | PGC1a acetyl inh |
| --- | --- | --- | --- | --- | --- |
| 14 | CC(C)NC(=O)N(C)C[C@@H]1OCCCC[C@@H](C)Oc2ccc(NC(=O)Nc3ccccc3)cc2C(=O)N([C@@H](C)CO)C[C@H]1C | -1.0 | -7.5 | 14.7 | -0.5 |
| 15 | O=C(N/N=C/c1ccccc1C(F)(F)F)c1ccc2nc[nH]c2c1 | 1.4 | 18.7 | 1.3 | 7.3 |
| 16 | c1ccc(CCC2Cc3ccccc3N2)cc1 (stereo unspecified) | 0.6 | 2.3 | 20.6 | 4.9 |
| 17 | O=C(C[C@@H]1CC[C@@H]2[C@H](COC[C@H](O)CN2S(=O)(=O)c2ccccc2F)O1)NCc1ccccc1F | 0.9 | -1.9 | -4.0 | -4.2 |
| 18 | O=C(C[C@@H]1CC[C@H](NC(=O)Nc2ccccc2)[C@H](CO)O1)NCc1cccc(F)c1 | -2.8 | 3.3 | 5.1 | 1.7 |
| 19 | CCOc1ccccc1OCC(=O)OCc1csc(CC(=O)Nc2ccccc2C)n1 | 0.2 | 0.7 | -10.9 | . |
| 20 | CC1(C(=O)NS(=O)(=O)c2ccc(C#N)cc2)CCN1C(=O)c1cccc2ccccc12 (stereo unspecified) | 2.7 | . | 21.3 | . |
| 21 | Cc1cc(C)c(N2C(=NC(=O)CCCC(=O)O)SC3CS(=O)(=O)CC32)c(C)c1 (stereo unspecified) | -5.9 | 0.3 | . | -3.2 |
| 22 | CCc1nc2ccccc2n1CCc1ccccc1 | . | -6.4 | 39.3 | 1.5 |
| 23 | C[C@@H]1CN([C@@H](C)CO)S(=O)(=O)c2ccc(C#CC(C)(C)O)cc2O[C@@H]1CN(C)Cc1ccncc1 | -1.1 | -3.6 | 24.2 | 2.5 |

| cpd | Cneo AK release | LGR2 antag | C2C12 statin | PAX8 reporter |
| --- | --- | --- | --- | --- |
| 14 | 0.6 | 4.4 | . | 15.5 |
| 15 | -3.1 | -18.0 | -0.3 | -102.0 |
| 16 | -0.2 | -12.3 | 11.5 | -64.0 |
| 17 | -2.0 | -44.7 | -19.2 | -12.9 |
| 18 | -0.6 | -3.4 | 4.1 | 5.4 |
| 19 | -0.5 | -7.9 | 7.1 | 11.9 |
| 20 | 3.7 | -6.5 | 1.8 | -2.1 |
| 21 | 0.6 | . | 8.6 | -14.8 |
| 22 | . | -7.5 | . | -18.0 |
| 23 | -2.3 | -8.1 | -9.7 | . |

| cpd | structure | PglD inh | ARNT-TACC3 inh | GSIS activator | PGC1a acetyl inh |
| --- | --- | --- | --- | --- | --- |
| 24 | CO[C@H]1CN(C)C(=O)c2cc(NC(=O)c3cc(C)on3)ccc2OC[C@@H](C)N(C)C[C@@H]1C | -1.0 | -3.6 | 3.4 | -4.6 |

| cpd | Cneo AK release | LGR2 antag | C2C12 statin | PAX8 reporter |
| --- | --- | --- | --- | --- |
| 24 | -0.4 | -8.7 | -7.7 | -6.7 |

Additional structures.
| cpd | structure | PglD inh | ARNT-TACC3 inh | GSIS activator | PGC1a acetyl inh |
| --- | --- | --- | --- | --- | --- |
| 25 | COC(=O)Cn1c(C)c(C(C)=O)c(C(C)=O)c1C | 0.6 | 0.6 | -2.2 | . |
| 26 | CS(=O)(=O)N(CC(=O)N1CCCC1)c1ccc(Cl)cc1Cl | 2.7 | -5.2 | 2.8 | . |
| 27 | CC(Sc1ccc2ccccc2n1)C(=O)O (stereo unspecified) | 4.3 | 14.5 | . | 9.3 |
| 28 | COc1ccc(N(CC(=O)NCCC2=CCCCC2)S(=O)(=O)c2c(C)[nH]c(=O)[nH]c2=O)cc1 | 6.1 | -5.6 | . | 1.6 |
| 29 | CCCCCCSc1ccc([C@H]2N[C@@](CC(C)C)(C(=O)OC)[C@H]3C(=O)N(C)C(=O)[C@@H]23)cc1 | -3.9 | 2.5 | -23.8 | 20.4 |

| cpd | Cneo AK release | LGR2 antag | C2C12 statin | PAX8 reporter |
| --- | --- | --- | --- | --- |
| 25 | 5.1 | 11.2 | 3.8 | . |
| 26 | 2.1 | -30.4 | 3.8 | -0.1 |
| 27 | 2.3 | . | . | -21.5&-11.9 |
| 28 | -2.7 | -5.1 | -0.1 | -5.7 |
| 29 | -0.6 | 11.3 | 21.2 | -2.2 |
